mcGAS lum: mouse cGAS inhibition by luminescence; recombinant cGAS, Kinase-Glo ATP depletion luminescence; inhibition, % at 12.5 µM; AID 1259399; 0.15% of 160,000 active; Q8C6L5;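 note: 0% = negative control wells and 100% = reference inhibitor with no enzyme activity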
NPYLR7 agonist: activates Aedes aegypti NPYLR7 receptor; 0.15% of 270,000 active; HEK293T NPYLR7/Galpha15, GCaMP6s calcium fluorescence; activation, % at 10 µM; in the data active = activation above about 40%;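 note: 0% = vehicle and 100% = reference agonist at the receptor; some compounds past the cut are filed as inactive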
hcGAS lum: blocks human cGAS activity; AID 1259398; 0.081% of 290,000 active; inhibition, % at 12.5 µM; recombinant h-cGAS, ATP depletion, Kinase-Glo luminescence; Q8N884;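 note: 0% = vehicle reaction and 100% = reaction without DNA for no activity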
Target sequence (Q8N884 whole entry, looked up): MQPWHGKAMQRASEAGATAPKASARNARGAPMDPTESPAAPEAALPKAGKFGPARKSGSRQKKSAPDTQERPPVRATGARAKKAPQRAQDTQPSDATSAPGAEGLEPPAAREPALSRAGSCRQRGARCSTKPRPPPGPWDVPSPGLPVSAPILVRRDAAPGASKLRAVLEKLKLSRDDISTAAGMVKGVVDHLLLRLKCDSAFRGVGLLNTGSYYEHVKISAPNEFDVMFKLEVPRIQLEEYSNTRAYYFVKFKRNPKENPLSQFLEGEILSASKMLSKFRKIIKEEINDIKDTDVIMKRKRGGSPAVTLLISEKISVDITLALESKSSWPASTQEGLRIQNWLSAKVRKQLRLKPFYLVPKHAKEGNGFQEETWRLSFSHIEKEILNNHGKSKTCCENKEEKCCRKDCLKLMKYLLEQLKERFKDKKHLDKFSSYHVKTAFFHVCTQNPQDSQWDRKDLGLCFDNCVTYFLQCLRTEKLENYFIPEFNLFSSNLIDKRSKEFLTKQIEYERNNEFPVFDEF
Starred values were filed as active, the others as inactive; · = not tested or not shown. Cut-off read from the data, not from the text of the source, unless noted: active = inhibition above about 40%; inactive = the rest.

SMILES	mcGAS lum	NPYLR7 agonist	hcGAS lum
CC(C)(CNC(=O)c1ccc2ccccc2c1O)N1CCCCC1	·	-6	-6
COCCn1nc2n(c1=O)CCN(C(=O)CC1=CCCCC1)CC2	-6	·	-9
CCOC(=O)c1c(C)c(C(=O)CN(C(=O)Nc2c(Cl)cccc2Cl)C2CC2)c(C)n1CC	-4	-7	-2
Nc1cc(F)ccc1NC(=O)/C=C/c1cnn(C/C=C/c2ccccc2)c1	-8	6	-7
CCOc1ccc(NC(=O)N[C@@H](Cc2ccccc2)C(=O)N2CCC(C(=O)NCc3cccc(OC)c3)CC2)cc1	5	-11	1
CCc1nc2ccccc2n2c(-c3cccc(C)c3)c3c(=O)n(C)c(=O)n(C)c3c12	·	-17	-5
Cc1nonc1CN(C)C(=O)CC(c1ccccc1)c1ccc2c(c1)OCO2 (centres undefined)	·	-2	1
CN1CCN(CCCN(C)S(=O)(=O)c2ccc(F)cc2F)CC1	·	1	-11
Cc1cccc(C)c1-c1c(-c2ccccc2)ncn1CCCc1nn[nH]n1	12	20	-3
CC(=O)c1ccc(N2C(=O)C3C4C=CC(CC4)C3C2=O)cc1 (centres undefined)	-9	6	-1
CCOC(=O)C1=C(C)NC(C)=C(C(=O)OC)C1c1ccc(Cl)c(Cl)c1 (centres undefined)	-3	0	0
COc1ccc(C(O)=C2C(=O)C(=O)N(c3ccccn3)C2c2cccc(Br)c2)cc1 (centres undefined)	-4	3	-2
COc1ccccc1OC1CN(C(=O)c2ccc(-n3cnnc3)cc2)C1	·	11	0
CCOC(=O)NNC(=O)C12CC3CC(CC(C3)C1)C2	-3	·	-5
O=C(c1cc(F)cc(C(F)(F)F)c1)N1CCN(c2nccc(-c3ccco3)n2)CC1	-1	16	-1
CCOC(=O)CCC(=O)N1CCC[C@H]1C(=O)N1CCC(C(=O)NCc2cccc(OC)c2)CC1	-8	39	-6
O=C(Nc1nc(-c2ccc3c(c2)OCO3)cs1)C1CCCCC1	·	4	-5
Cc1cc(CNC(=O)C2CCCCO2)c2[nH]c(C)c(C)c2c1 (centres undefined)	1	-11	-4
COc1ccc(-n2nc([N+](=O)[O-])c(=Nc3ccc(C)cc3Cl)n2O)cc1	·	0	-6
CC[C@@H]1[C@H](NC(=O)C2=NNC(=O)CC2)[C@@H]2CCO[C@H]12	-4	·	-1
Cn1c(C2C(=N)N(NC(=O)OC(C)(C)C)CC2=O)nc2ccccc21 (centres undefined)	-7	1	-9
C=CCN(CC(=O)N1CCc2sccc2C1COc1cccc(OC)c1)C(=O)c1ccco1 (centres undefined)	-6	-2	-5
Cc1ccc(C(O)(c2ccccc2)c2cnc(C(C)C)n2C)cc1 (centres undefined)	·	18	-11
CCOC(=O)C1=C(COC(=O)c2cc(-c3ccco3)nc3ccccc23)NC(=O)NC1c1ccco1 (centres undefined)	·	-2	7
CCOc1ccc(OCC)c(NC(=O)COc2cccc(C=O)c2)c1	·	9	-5
CCCSc1ncccc1C(=O)NCCCN1CCOCC1	-6	-18	-5
CCCCCN(CC(=O)Nc1cc(C(C)(C)C)nn1-c1ccc(Cl)c(Cl)c1)C(=O)Nc1ccc(OC)cc1	-4	14	-3
Cc1cccc(-c2nc(C)c(C)c(N3CCN(C(=O)Nc4cccc(C(F)(F)F)c4)CC3)n2)c1	-4	14	-8
CCCn1c(C)c(CC(=O)N(C)Cc2nnc(C)o2)c2c1CC(C)(C)CC2=O	·	3	-4
FC(F)(F)C1(c2n[nH]c(Cc3ccccc3)n2)CC1	·	6	-3
CC1(C(=O)NS(=O)(=O)c2cccc(C#N)c2)CCN1C(=O)Cc1cc(F)ccc1F (centres undefined)	·	3	-6
COc1ccc(CN2CCN(c3ccc(Oc4ccccc4)cc3)C(=O)C2C)cc1 (centres undefined)	-3	-2	-4
COc1cccc(C=CC(=O)c2ccc3c(c2)NC(=O)CO3)c1OC(F)F	·	1	-6
Cc1cccc(NC(=O)Cn2nc3n(C(C)C)c(=O)c4ccc(C(=O)NC(C)C)cc4n3c2=O)c1	-3	-2	1
NC(=O)c1cccc(NS(=O)(=O)c2ccccc2Cl)c1	·	-6	-2
COc1ccc(CC(=O)N2CCOC(COCc3ccccc3F)C2)cc1F (centres undefined)	·	23	-6
Cc1nc(N2CCC(C(=O)N3CCC(O)(c4cccnc4)CC3)CC2)nc2ccc(C(C)C)cc12	-1	-4	-1
Cc1ccc(-n2nnnc2CNC(=O)c2ccccc2S(C)(=O)=O)cc1C	-7	3	-4
Cc1ccc(F)c(NC(=O)CCC(=O)N(Cc2sccc2C)C2CC2)c1	-10	1	-3
O=C(O)c1nc(Cl)c(Cl)c(N/N=C\C2CC=CCC2)c1Cl (centres undefined)	·	10	-9
CN(Cc1cccc2ncccc12)CC1CCOC1 (centres undefined)	·	4	-3
c1ccc(Cn2c(-c3ccccc3)cc3cnc(Nc4ccncc4)cc32)cc1	-7	8	-6
Cc1cc(C)n(Cc2ccccc2F)c1C(=O)NN1CCOCC1	-4	20	-4
CC(C)=CCCC1(C)C=Cc2c(c(C)cc3c2[nH]c2ccccc23)O1 (centres undefined)	-3	5	-3
Fc1ccc(C(F)(F)F)cc1CN1CCCC1c1ccccn1 (centres undefined)	0	3	-4
CC1=C(C(=O)Nc2cccnc2)C(c2ccc(C)cc2)n2nc(SCc3ccccc3)nc2N1 (centres undefined)	·	-6	-4
COc1ccc(-c2cc(C(=O)Nc3sc(C)c(C)c3C(=O)OC(C)C)c3ccccc3n2)cc1	-8	13	-4
O=C(c1cnc(-c2ccncc2)nc1)N1CCOC(CCCc2ccccc2)C1 (centres undefined)	-15	9	-8
CC(C)[C@H]1CC[C@H](C)C[C@@H]1OCC(=O)N1CCC(O)(c2ccccc2)CC1	·	-8	-4
Cn1ccnc1CN1CCCC(CCNC(=O)C(C)(C)C)C1 (centres undefined)	·	-1	-5

The results go on.
SMILES	mcGAS lum	NPYLR7 agonist	hcGAS lum
Cc1nc(N(C)C)nc(-c2cc(N)nc3[nH]ccc23)c1C	-13	0	-10
CCSCC(C)NCc1noc(-c2ccco2)n1 (centres undefined)	-12	1	-2
Cc1cc(C(=O)N(Cc2ccccn2)c2nc3c(C(C)C)cccc3s2)nn1C	·	6	-6
CC(O)CN1CCN(C(=O)c2cc(C(C)(C)C)[nH]n2)CC1 (centres undefined)	·	17	3
Cc1[nH]nc2c1C1(C(=O)Nc3ccccc31)C(C#N)C(=N)O2 (centres undefined)	2	-6	-4
Cc1csc(N2CCN(C(=O)NC(C)c3ccc(F)cc3F)CC2)n1 (centres undefined)	·	-2	0
CN(C)c1ccc(NC(=O)c2cccc(F)c2)cc1CN(Cc1ccc(F)cc1)S(=O)(=O)c1ccc(F)cc1	-5	20	-5
O=C(Cn1cnc2sc3c(c2c1=O)CCC3)NCCc1cccs1	·	-6	1
CCn1cc(CN2CCCC(CNC(=O)c3cccc(OC)c3OC)C2)cn1 (centres undefined)	-16	13	-8
CCc1ccc(NC(=O)CN2CN(c3ccccc3)C3(CCN(C(=O)c4cccs4)CC3)C2=O)cc1	-3	2	-4

Shown as labelled records: entries from further up.
Cc1ccc(F)c(NC(=O)CCC(=O)N(Cc2sccc2C)C2CC2)c1
  mcGAS lum: -10
  NPYLR7 agonist: 1
  hcGAS lum: -3

Cc1cccc(NC(=O)Cn2nc3n(C(C)C)c(=O)c4ccc(C(=O)NC(C)C)cc4n3c2=O)c1
  mcGAS lum: -3
  NPYLR7 agonist: -2
  hcGAS lum: 1

Nc1cc(F)ccc1NC(=O)/C=C/c1cnn(C/C=C/c2ccccc2)c1
  mcGAS lum: -8
  NPYLR7 agonist: 6
  hcGAS lum: -7

(next part)
SMILES	mcGAS lum	NPYLR7 agonist	hcGAS lum
O=C(C1CCCC1)N(Cc1nccn1Cc1c(F)cccc1Cl)C1CC1	-5	2	7
O=C(NCc1ccc(Cn2ccccc2=O)cc1)N1CCCCCCC1	·	1	-4
CCn1c(=O)c(C(=O)O)nn(-c2ccc(C)c(Cl)c2)c1=O	·	2	9
CCOC(=O)c1c(C)[nH]c(C(=O)N2CCN(C(=O)OCC)CC2)c1C	·	1	-7
CCn1nc(C)c(NC(=O)CNCC2(C)CC(C)=NO2)c1C (centres undefined)	·	6	0
Fc1ccc(NN=Cc2ccc3ncccc3c2)c(F)c1	-4	8	-8
O=c1[nH]c(CN2CCCC2c2cccs2)nc2ccsc12 (centres undefined)	·	0	-3
COc1ccccc1C1CN(Cc2c(C)nc3sccn23)Cc2ccccc2O1 (centres undefined)	-12	28	-9
CCCNC(=O)c1cc(S(=O)(=O)N(C)C)ccc1Cl	·	11	-14
Cc1cccc(-c2nc(C)c(C)c(N3CCN(C(=O)Nc4ccc(Br)cc4)CC3)n2)c1	-7	-4	-11
O=C(NCc1ccc(Cl)cc1)C1CCN(c2nccs2)CC1	·	1	-3
CCCCn1c(N2CCN(Cc3ccccc3C)CC2)nc2c1c(=O)[nH]c(=O)n2C	·	12	-1
CCC1(N2CCN(S(=O)(=O)c3cccs3)CC2)CCN(S(C)(=O)=O)C1 (centres undefined)	1	·	4
COc1ccc(C2c3[nH]c4ccccc4c3CCN2C(=O)c2cc(C(C)=O)n[nH]2)c(F)c1 (centres undefined)	·	10	-5
COC(=O)CCc1c(C)nn(-c2ccc(C(=O)NC(C)(Cc3ccccc3)C(=O)OC)cc2)c1C (centres undefined)	0	-11	-1
Cc1cc(NC(=O)N(C)C2CCN(Cc3ccccc3)CC2C)no1 (centres undefined)	·	4	-1
Cc1ccc(Nc2nc(N3CCN(c4ccccc4)CC3)nc3nccnc23)cc1	·	1	-5
O=C(Nc1nnc(Cc2ccccc2F)s1)c1cccs1	1	-2	5
O=[N+]([O-])c1ccccc1C=NN1CCN(Cc2ccccc2)CC1	-8	2	-6
COCCn1cc(C(=O)N2CCN(C(=O)Cc3ccccc3)CC2)c2nn(-c3ccccc3)c(=O)c-2c1	-8	1	-7
O=C(NCC1CCCO1)C(C1CCCC1)N1CCN(C(=O)CCc2ccccc2)CC1 (centres undefined)	-5	-7	-5
Cc1cc(OC(=O)c2ccc(C(C)(C)C)cc2)c([N+](=O)[O-])c(=O)[nH]1	-10	8	-6
CC(c1ccc(F)c(F)c1)N(C)Cc1cn2cc(Cl)ccc2n1 (centres undefined)	·	0	-9
CSCCC1NC(=O)N(CN2CCc3sccc3C2c2cccs2)C1=O (centres undefined)	-5	-3	-4
CC(C)NCC(=O)NC(=O)NC(C)C	·	-3	2
COCCN(Cc1ccc2c(c1)OCCCO2)Cc1cccs1	-11	-3	-4
COCCn1c(SCc2nc(-c3cc(OC)cc(OC)c3)no2)nc2ccsc2c1=O	·	-11	0
Cc1nc(NC(=O)c2cnsn2)sc1Cc1ccccc1F	·	-6	-9
c1ccc(Cc2ccccc2OCC2CCNCC2)cc1	·	10	-2
CC12C=CC(C)(O1)C1C(=O)N(c3ccc(F)cc3)C(=O)C12 (centres undefined)	·	14	-3
COc1ccc(NC(=O)c2coc(N3CCN(CC(=O)N(C)C)C3=O)n2)cc1	·	1	-4
COc1cc(OC)cc(C(=O)NCC2CCCN(C(=O)c3ccc(C(C)=O)cc3)C2)c1 (centres undefined)	-10	·	-6
O=C(c1cn(-c2ccccc2)nn1)N(Cc1ccsc1)CC1CCCO1 (centres undefined)	·	-3	0
Cc1cccc(N2C(=O)NC3CC2(C)Oc2ccccc23)c1 (centres undefined)	-6	-7	-7
CCCN(C)c1nccnc1OC1CCN(C(=O)CC(C)C)C1 (centres undefined)	-1	·	4
Cc1ccn(CCC(=O)N2CCCC(CCC(=O)N3CCN(c4ccccn4)CC3)C2)n1 (centres undefined)	·	10	-8
CC(C)Cn1c(CN(C)CCOc2ccccc2)cnc1S(C)(=O)=O	·	5	-5

Among those listed so far, these have an NH in an aromatic ring.
SMILES	mcGAS lum	NPYLR7 agonist	hcGAS lum
Cc1cccc(C)c1-c1c(-c2ccccc2)ncn1CCCc1nn[nH]n1	12	20	-3
Cc1cc(CNC(=O)C2CCCCO2)c2[nH]c(C)c(C)c2c1 (centres undefined)	1	-11	-4
FC(F)(F)C1(c2n[nH]c(Cc3ccccc3)n2)CC1	·	6	-3
CC(C)=CCCC1(C)C=Cc2c(c(C)cc3c2[nH]c2ccccc23)O1 (centres undefined)	-3	5	-3
Cc1nc(N(C)C)nc(-c2cc(N)nc3[nH]ccc23)c1C	-13	0	-10
CC(O)CN1CCN(C(=O)c2cc(C(C)(C)C)[nH]n2)CC1 (centres undefined)	·	17	3
Cc1[nH]nc2c1C1(C(=O)Nc3ccccc31)C(C#N)C(=N)O2 (centres undefined)	2	-6	-4
CCOC(=O)c1c(C)[nH]c(C(=O)N2CCN(C(=O)OCC)CC2)c1C	·	1	-7
O=c1[nH]c(CN2CCCC2c2cccs2)nc2ccsc12 (centres undefined)	·	0	-3
CCCCn1c(N2CCN(Cc3ccccc3C)CC2)nc2c1c(=O)[nH]c(=O)n2C	·	12	-1
COc1ccc(C2c3[nH]c4ccccc4c3CCN2C(=O)c2cc(C(C)=O)n[nH]2)c(F)c1 (centres undefined)	·	10	-5
Cc1cc(OC(=O)c2ccc(C(C)(C)C)cc2)c([N+](=O)[O-])c(=O)[nH]1	-10	8	-6

Screening data as filed in PubChem.

This is a random part of the collection; about 0.26% have a hit in one of these screens.
